Screening results from PubChem BioAssay.
TRPC6 activator: mouse TRPC6 channel activation; Q61143; HEK293-TRPC6 membrane potential dye fluorescence; active compounds read high; B-score at 10 µM; 0.13% of 310,000 active;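 active = B-score of the integrated fluorescence ratio above library mean plus 3 SD, and starting fluorescence ratio within library mean plus 5 SD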;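 also: higher score means more depolarization so channel activation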
aSyn UTR inh: MLPCN primary screen, SNCA 5' untranslated region; alpha-synuclein 5'UTR reporter, inhibitor activity; inhibition, % (tested at 7.5 µM); 0.82% of 300,000 active; in the data active = inhibition above about 60%;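 also: H4 neuroglioblastoma cells stably carrying SNCA 5'UTR luciferase fusion; 0% = DMSO wells and 100% = positive control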
TRPC4 PAM: allosterically enhances the mouse TRPC4 cation channel; Q9QUQ5; HEK293 TRPC4beta/mu-opioid, DAMGO EC20, Fluo-4 Ca2+ flux; active compounds read high; AID 2227; 0.42% of 310,000 active; B-score at 10 µM;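 active = B-score of calcium response area above 5 SD of library B-scores, with initial fluorescence ratio within 5 SD of library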;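 also: B-score of integrated fluorescence ratio over time as area under calcium response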
SKKanGAS inh: blocks kanamycin growth of S. pyogenes SKKanGAS strain; BacTiter-Glo, 6 h; inhibition, % at 7.5 µM; 1.3% of 300,000 active; AID 1662;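 active = mean replicate score, as percent of positive control median, at least 50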;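 also: strain carries kanamycin resistance gene driven by streptokinase promoter and grows in 40 µg/ml kanamycin; loss of luminescence reflects streptokinase promoter inhibition or plain growth inhibition; 0% = median of DMSO wells and 100% = positive control at its reference dose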
HIF act: HIF pathway transcriptional activation | U2OS HRE-luciferase reporter, luminescence; normalized: DMSO 0%, desferrioxamine 100% | 0.32% of 300,000 active | activation, % at 7.5 µM (by protocol) | AID 1910;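 active = mean activation of at least 10% of the iron chelator positive control signal, with at least half of replicates also reaching 10%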
KLF5 inh: kruppel-like factor 5 inhibition | 0.23% of 290,000 active | inhibition, % at 5 µM | DLD-1 KLF5 promoter-luciferase reporter, luminescence;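 active = inhibition above a per-plate limit of that plate's mean compound inhibition plus 3 SD, cut at about 60% in these data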;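 also: 0% = DMSO wells and 100% = LY294002 at 200 µM; higher means less KLF5 promoter-driven luciferase light; inactives centre near -14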
TRPC4 agonist: activators of mouse TRPC4 channel | HEK293 TRPC4beta/mu-opioid, Fluo4 calcium fluorescence; active compounds read high | B-score at 10 µM | 0.49% of 310,000 active | AID 2237;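 active = B-score above 5 SD of library B-scores, and initial fluorescence ratio not above library mean plus 5 SD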;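 also: positive B-score marks a calcium rise read as TRPC4 activation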
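Assay system: HEK293 stable line with TRPC4beta plus mu-opioid receptor. Times: dye 45 min RT, read 110 s. Measured by: kinetic Fluo4 calcium fluorescence. Measure: B score of integrated ratio. Controls: assay buffer as low control, maximal DAMGO as high control.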
MrgX1 antagonist: antagonists of human MrgX1 receptor. Q96LB2. MRGX1-HEK293 calcium flux, Fluo-4, BAM8-22 antagonism; active compounds read low. B-score at 10 µM. 1.3% of 310,000 active;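 active = calcium-response B-score plate-corrected more than 3 library SD below zero, starting fluorescence within 5 deviations, no agonist response on first addition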;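 also: peak minus trough fluorescence over baseline after final BAM8-22 challenge near maximal dose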
Target sequence (Q96LB2 whole entry, looked up): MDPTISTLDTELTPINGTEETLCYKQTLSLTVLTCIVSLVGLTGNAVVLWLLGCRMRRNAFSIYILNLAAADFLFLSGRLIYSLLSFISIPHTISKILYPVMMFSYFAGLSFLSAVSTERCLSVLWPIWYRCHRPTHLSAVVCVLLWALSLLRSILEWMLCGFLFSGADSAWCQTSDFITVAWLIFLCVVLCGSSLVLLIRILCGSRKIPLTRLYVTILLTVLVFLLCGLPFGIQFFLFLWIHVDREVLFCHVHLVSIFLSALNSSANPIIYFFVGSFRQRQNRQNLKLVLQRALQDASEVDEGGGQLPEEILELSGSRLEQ
TRPC6 inhibitor: blocks the mouse TRPC6 cation channel. Q61143. HEK293-TRPC6, membrane potential dye, ACh-evoked depolarization; active compounds read low. B-score at 10 µM. 1.1% of 310,000 active. AID 2553;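 active = B-score under library mean minus 3 SD, initial fluorescence not abnormally high, positive integrated signal ratio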;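 also: B-score derived from integrated fluorescence ratio over the kinetic read; more negative B-score means stronger inhibition of depolarization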
TRPC4 inh: TRPC4 (mouse) channel inhibition; Q9QUQ5; HEK293 TRPC4beta/mu-opioid, DAMGO-evoked Fluo4 calcium flux; active compounds read low; B-score at 10 µM; 0.39% of 300,000 active;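 active = B-score over 3 SD under the library average, no early fluorescence shift, positive overall ratio signal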
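Assay system: Stable TRPC4beta/mu-opioid receptor HEK293 cells | Reagent: DAMGO in two steps, submaximal then maximal | Compound dosing: Single concentration per test compound | Signal: Fluo4 Ca2+ flux fluorescence | Evaluation: Per-well B score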
IEC-6 tox: IEC-6 cytotoxicity, counter-screen for KLF5 inhibitors; inhibition, % at 5 µM; luminescence viability; 0.78% of 290,000 active; in the data active = inhibition above about 22%;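 also: 0% = plate median of test compound wells and 100% = cytotoxic reference compound wells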
The depositor's hits bear a star; i = inactive; . = no result given.

SMILES	TRPC6 activator	aSyn UTR inh	TRPC4 PAM	SKKanGAS inh	HIF act	KLF5 inh	TRPC4 agonist	MrgX1 antagonist	TRPC6 inhibitor	TRPC4 inh	IEC-6 tox
Cc1noc2ncnc(Oc3ccccc3Cl)c12	i	-17.4	i	1.9	-1.0	3.3	i	i	i	i	5.4
COc1cc(C(=O)NCC(=O)N/N=C(\C)Cc2ccccc2)cc(OC)c1OC	i	-20.5	i	-3.4	-0.2	-11.9	i	i	i	i	0.5
Cc1cccc(-c2c3c(=O)n(C)c(=O)n(C)c3cn2-c2ccccc2O)c1	i	-5.2	i	0.2	-0.8	21.0	i	i	i	i	4.4
c1ccc2sc(NN=C3CCCCCC3)nc2c1	i	5.2	i	-64.7	0.1	-149.0	i	i	i	i	8.2
CCS(=O)(=O)c1ccc2oc(SCC(=O)NC3CCCC(C)C3C)nc2c1 (stereo not drawn)	i	-30.0	i	-1.5	0.3	-32.8	i	i	i	i	0.7
Cc1ccc(NC(=O)C2CC(=O)N(c3ccc4c(c3)OCCO4)C2)cc1S(=O)(=O)N1CCCCCC1 (stereo not drawn)	i	31.2	i	-2.9	-0.1	.	i	i	i	i	.
O=C(Nc1ccn(Cc2ccccc2F)n1)c1ccc(COc2ccc(Br)cc2)cc1	i	-68.5	i	16.9	-0.1	-37.7	i	i	i	i	1.1
CN=c1scc(-c2cccs2)n1/N=C/c1ccc(O)c(O)c1O	i	0.1	i	5.5	0.7	-138.8	i	i	i	i	-4.8
CCCc1nc2oc3c(=O)[nH]cnc3c2c2c1COC(C)(C)C2	i	19.5	i	-11.2	-0.5	-26.2	i	i	i	i	6.0
COC1=CC(=Cc2c(N)n3nc(CC(=O)N4CCOCC4)sc3nc2=O)C=C(OC)C1=O	i	-8.9	i	2.1	0.2	-15.6	i	i	i	i	-1.5
NS(=O)(=O)c1ccc(N=Nc2c(-c3ccccc3)[nH]n(-c3nc(-c4ccccc4)cs3)c2=O)cc1	i	8.0	i	33.9	-0.1	-12.0	i	i	i	i	-1.0
O=C(NCc1ccc(OC(F)(F)F)cc1)C1CCC(=O)N(C2CC2)C1 (stereo not drawn)	i	14.1	i	-0.7	-0.9	-6.5	i	.	i	i	1.3

In a second layout: 3 of the compounds above
Second line of a record: TRPC6 activator | aSyn UTR inh | TRPC4 PAM | SKKanGAS inh | HIF act | KLF5 inh | TRPC4 agonist | MrgX1 antagonist | TRPC6 inhibitor | TRPC4 inh | IEC-6 tox
> CCCc1nc2oc3c(=O)[nH]cnc3c2c2c1COC(C)(C)C2
 : i | 19.5 | i | -11.2 | -0.5 | -26.2 | i | i | i | i | 6.0
> COC1=CC(=Cc2c(N)n3nc(CC(=O)N4CCOCC4)sc3nc2=O)C=C(OC)C1=O
 : i | -8.9 | i | 2.1 | 0.2 | -15.6 | i | i | i | i | -1.5
> NS(=O)(=O)c1ccc(N=Nc2c(-c3ccccc3)[nH]n(-c3nc(-c4ccccc4)cs3)c2=O)cc1
 : i | 8.0 | i | 33.9 | -0.1 | -12.0 | i | i | i | i | -1.0

Next compounds
SMILES	TRPC6 activator	aSyn UTR inh	TRPC4 PAM	SKKanGAS inh	HIF act	KLF5 inh	TRPC4 agonist	MrgX1 antagonist	TRPC6 inhibitor	TRPC4 inh	IEC-6 tox
COc1ccccc1N(C(=O)c1snc(C(N)=O)c1N)C(C(=O)NCc1ccccc1)c1ccc(O)cc1 (stereo not drawn)	i	13.5	i	-1.8	1.7	8.4	i	.	i	-8*	2.2
CCOC(=O)Cc1ccc(NCc2ccc(Cl)cc2)cc1	i	7.8	i	0.0	-0.2	4.7	i	i	i	i	-3.4
CCOC(=O)C1CCN(c2cc(=O)n(C3CCCCC3)c(=O)[nH]2)CC1	i	5.4	i	-11.3	-0.2	-8.9	i	i	i	i	5.3
Cn1c(SCC(N)=O)nnc1C1CCN(C(=O)NCc2ccccc2)CC1	i	17.9	i	1.1	-2.9	-11.7	i	i	i	i	3.4
COc1ccc(C(=O)NC2=NCCS2)cc1S(=O)(=O)N1CCCCC1C (stereo not drawn)	i	14.4	i	-5.2	-0.4	-15.4	i	i	i	i	4.7
CCC(Oc1ccccc1)C(=O)Nc1nc2c(s1)C(=O)CC(C)(C)C2 (stereo not drawn)	i	-5.1	i	5.2	1.2	-29.5	i	i	i	i	1.9
COc1ccc(NC(=O)/C=C/c2ccc(OC)c(OC)c2)cn1	i	2.7	i	-8.6	0.2	-14.2	i	i	i	i	8.1
Cn1c(=O)c(C(=O)NCC2CCCO2)c(O)c2ccccc21 (stereo not drawn)	i	-67.4	i	-10.8	2.1	-33.6	i	i	i	i	11.6
CN(C)CCCNC(=O)c1cc(C(=O)c2ccccc2)c[nH]1	i	27.6	i	4.3	-0.2	8.7	i	i	i	i	-0.5
Cn1c(C(=O)O)ccc1S(=O)(=O)N1CCCCCC1	i	3.6	i	-3.0	0.3	13.0	i	i	i	i	-3.0
CCCCC(CC)CNS(=O)(=O)c1ccc2c(c1)CCN2C(=O)CCC(=O)O (stereo not drawn)	i	6.6	i	22.4	-0.2	-6.9	i	i	i	i	1.2
CN(C)CCOCCOc1ccc(Cl)cc1C(C)(C)C	i	7.6	i	4.9	-0.8	-10.0	i	i	i	i	12.0
CN(C)S(=O)(=O)c1ccc(C(=O)Nc2nnc(-c3cccs3)o2)cc1	i	12.7	i	-2.0	0.4	7.1	i	i	i	i	15.3
COc1ccc(-c2cc(C(=O)N3CCN(c4ccccc4)CC3)c3ccccc3n2)cc1	i	-35.2	i	26.5	2.7	-4.6	i	i	i	i	28.0*
Cc1ccc(NC(=O)COc2ncnc3cc([N+](=O)[O-])ccc23)cc1S(=O)(=O)N1CCOCC1	i	22.0	i	-19.9	-0.5	8.6	i	i	i	i	4.0
Cc1ccc(N2CCN(CCc3nc4cc(NC(=O)c5ccco5)ccc4n3C)CC2)cc1	i	-57.2	i	0.8	-0.1	-21.0	i	i	i	i	2.8
COCCn1c(SCC(=O)Nc2ccccc2OC)nc2c([nH]c3ccccc32)c1=O	i	8.0	i	7.9	-0.3	-33.1	i	i	i	-7*	4.9
Cc1ccc2c(c1)C(c1ccccc1)N(C(=O)c1ccc(Br)cc1)CC(=O)N2 (stereo not drawn)	i	-8.9	i	-3.0	-2.4	-19.8	i	i	i	i	-2.0
CCOC(=O)N1CCN(C(=O)c2cc(S(=O)(=O)N3CCCC3)cn2C)CC1	i	18.0	i	1.9	0.3	9.1	i	i	i	i	3.8
Cc1cc(C2=NNC(=NCCc3ccccc3)SC2)c(C)n1-c1c(C)n(C)n(-c2ccccc2)c1=O	i	-10.9	i	-2.9	-1.3	-23.4	i	i	i	i	0.8
O=[N+]([O-])c1cc(Cl)ccc1Sc1cccc2cccnc12	i	22.8	i	9.1	0.2	-28.0	i	i	i	i	-2.1
Cc1cccc(N(C(=O)CNC(=O)c2ccco2)C(C(=O)NC2CCCC2)c2ccncc2)c1C (stereo not drawn)	i	0.9	i	1.5	-1.0	-12.4	i	i	i	i	-0.2
C=CCc1cccc(C=Nc2c[nH]c(=O)[nH]c2=O)c1O	i	23.0	i	9.3	-0.2	-16.7	i	i	i	i	-2.1
C=CCOc1ccccc1CN1CCC(Oc2cc(C(=O)NC3CC3)ccc2OC)CC1	i	-22.9	i	1.2	-0.2	-22.6	i	i	i	i	5.7

In another format: 2 of the compounds above
SMILES | TRPC6 activator | aSyn UTR inh | TRPC4 PAM | SKKanGAS inh | HIF act | KLF5 inh | TRPC4 agonist | MrgX1 antagonist | TRPC6 inhibitor | TRPC4 inh | IEC-6 tox
COCCn1c(SCC(=O)Nc2ccccc2OC)nc2c([nH]c3ccccc32)c1=O | i | 8.0 | i | 7.9 | -0.3 | -33.1 | i | i | i | -7* | 4.9
Cc1ccc2c(c1)C(c1ccccc1)N(C(=O)c1ccc(Br)cc1)CC(=O)N2 (stereo not drawn) | i | -8.9 | i | -3.0 | -2.4 | -19.8 | i | i | i | i | -2.0

(cont.)
SMILES	TRPC6 activator	aSyn UTR inh	TRPC4 PAM	SKKanGAS inh	HIF act	KLF5 inh	TRPC4 agonist	MrgX1 antagonist	TRPC6 inhibitor	TRPC4 inh	IEC-6 tox
COc1ccc(C(C)=O)cc1Cn1cnc2c(cnn2C)c1=O	i	9.0	i	0.9	0.0	-12.9	i	i	i	i	3.0
CCOC(=O)Nc1ccc2c(c1)N(C(=O)CN(CC)CC)c1ccccc1C=C2	i	-15.1	i	-10.5	-0.2	-10.3	i	i	i	i	-2.7
O=C(Oc1nsnc1N1CCOCC1)N(c1ccccc1)c1ccccc1	i	18.9	i	4.5	-0.3	-12.0	i	i	i	i	-6.3
CCCc1nc2oc(C(=O)c3ccccc3)c(N)c2c2c1COC(C)(C)C2	i	13.3	i	-1.5	0.0	-40.8	i	i	i	i	-0.6
CCCCCNCc1cccc(Br)c1	i	11.9	i	1.8	.	3.5	i	i	i	i	4.5
CNc1nc(-c2ccccc2)cc(-c2ccccc2)n1	i	22.1	i	-7.0	-16.6	-18.0	i	i	i	i	4.5
O=[N+]([O-])c1ccc2[nH]c(O)c(N=NC3CS(=O)(=O)CC3O)c2c1 (stereo not drawn)	i	-7.8	i	-0.6	-0.3	8.2	i	i	i	i	7.2
O=C(NN=C1CCCC1)c1n[nH]c2c1CCC2	i	20.4	i	2.1	-0.4	-20.6	i	i	i	i	-0.2
O=C(c1cc(-c2cccnc2)nc2ccc(Br)cc12)N1CCN(c2ncccn2)CC1	i	29.2	i	2.0	-0.4	-20.1	i	i	i	i	-2.3
CCn1ccnc1CN(C)Cc1nc(CCC(C)C)no1	i	-15.4	i	-10.6	-0.2	2.0	i	i	i	i	4.6
C=CCN=C1CC(C)(C)CC(=O)/C1=C(\O)c1ccccc1	i	23.4	i	5.3	0.0	-7.2	i	i	i	i	3.4
O=C(CN1C(=O)NC2(CCCC2)C1=O)N1CCN(S(=O)(=O)c2cccc(C(F)(F)F)c2)CC1	i	10.9	i	-3.8	-0.1	.	i	i	i	i	.
CCC(NC(=O)c1[nH]c(C)c(C(C)=O)c1C)c1ccc(Br)cc1 (stereo not drawn)	i	1.2	i	18.1	-17.0	4.0	i	i	i	i	6.8
Cc1cccc(NC(=O)c2ccc(S(=O)(=O)C(F)F)cc2)c1C	i	-31.3	i	7.0	1.0	-5.8	i	i	i	i	-1.2
CCOc1ccccc1NC1c2ccccc2C(=O)N1c1cccnc1 (stereo not drawn)	i	0.9	i	7.3	0.0	-20.0	i	i	i	i	3.0
Cc1ccc(OC(=O)c2ccc3snnc3c2)cc1	i	-44.4	i	-10.7	.	13.3	i	i	i	i	-3.1
